12-LOX inh – Primary qHTS assay for inhibitors of human arachidonate 12S-lipoxygenase (ALOX12): Round 2. purified 12hLO, xylenol orange hydroperoxide absorbance. Polyunsaturated fatty acid lipoxygenase ALOX12 (Homo sapiens), P18054. 580,000 compounds, 1.1% hits. Potency, µM (top dose mostly 108 µM), inactives show at the top dose activity change, negative = inhibition, actives largely listed as inhibitors; active = well fitted inhibition curve with a large enough effect; inconclusive = small, poorly fitted or top-dose-only effect, or another doubt; inactive = no such curve, though single readings can be large or run the other way
Target sequence (P18054 whole entry, looked up): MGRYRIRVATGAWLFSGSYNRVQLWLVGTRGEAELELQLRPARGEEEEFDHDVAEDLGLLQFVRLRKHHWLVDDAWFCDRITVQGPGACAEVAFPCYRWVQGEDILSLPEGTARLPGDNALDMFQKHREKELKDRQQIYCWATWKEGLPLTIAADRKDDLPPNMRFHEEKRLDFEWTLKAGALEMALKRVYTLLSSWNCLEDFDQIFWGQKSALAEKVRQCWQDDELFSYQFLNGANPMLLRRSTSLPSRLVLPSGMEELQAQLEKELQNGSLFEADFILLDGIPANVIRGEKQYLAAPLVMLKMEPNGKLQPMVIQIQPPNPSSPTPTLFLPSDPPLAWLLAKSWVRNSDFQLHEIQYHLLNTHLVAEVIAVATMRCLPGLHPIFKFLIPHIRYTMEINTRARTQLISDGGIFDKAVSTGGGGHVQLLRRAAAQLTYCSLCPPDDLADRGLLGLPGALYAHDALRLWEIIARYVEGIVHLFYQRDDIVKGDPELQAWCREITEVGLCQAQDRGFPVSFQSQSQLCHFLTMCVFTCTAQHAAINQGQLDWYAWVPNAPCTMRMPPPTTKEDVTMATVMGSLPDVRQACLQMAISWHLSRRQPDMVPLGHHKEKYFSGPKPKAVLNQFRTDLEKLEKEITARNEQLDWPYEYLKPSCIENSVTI
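Hydroperoxide product was detected by ferrous iron/xylenol orange as the 573 to 405 nm absorbance ratio. Arachidonic acid at 40 uM (final) was turned over for 30 min at room temperature by 150 nM human 12hLO, pH 7.0 Hepes buffer, after 15 min compound preincubation.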
Numbers without * were called inactive; ? = inconclusive; [ ] = another dose, or the depositor's remark. % is set by controls: 0 for no effect and ±100 for the full control effect; potency is the fitted concentration of half-maximal effect.

SMILES	12-LOX inh
O=C(CCc1ncc(-c2ccc(Cl)cc2)o1)N1CCOCC1	2.0%
Cc1cc(=O)oc2cc(OCC(=O)NCC(C)(c3ccccc3)c3ccccc3)ccc12	1.6%
O=C(Nc1ccc(-c2nnc3n2CCCC3)cc1)c1cccc(F)c1	46.0%[activator]
Cc1ccc(C(=O)Nc2ccccc2SCc2cc(=O)n3oc(C)cc3n2)cc1	7.8%
O=C(NCCNS(=O)(=O)c1cccs1)c1cc2ccccc2[nH]1	24.5%
Cn1ccnc1CN1CCOC[C@H](Oc2ccccc2)C1	7.2%[176 µM]
CCCCc1nn(CC(=O)NCc2cccc3[nH]ccc23)c(=O)n1CC	9.4%
Cc1cccc(C)c1Oc1ncccc1CNC(=O)CCN1CCCCO1	-2.4%
C[C@@H]1CN(C(=O)c2ccc(-c3nnn(C)n3)cc2)C[C@@]1(O)C1CC1	26.2%
Cn1nc(C(=O)NCc2nnc3n2CCCCC3)c2ccccc2c1=O	-59.0%
COC(=O)[C@@H]1Cc2ncn(Cc3ccc(Cl)cc3)c2CN1C(=O)c1ccccc1OC	36.2%[activator]
CCC(=O)Nc1ccc(C2(C(=O)N3CCC(N4CCCCC4)CC3)CCCCC2)cc1	43.4%
Cc1cc(S(=O)(=O)NCC(C)O)c(C)cc1Cl (stereo not given)	-3.4%
O=C(CC1CCN(C(=O)NC2CCCCC2)C1)NCc1ccccc1 (stereo not given)	22.0%
Cc1ccccc1CCC1CCCN(C(=O)C2(C)CC2)C1 (stereo not given)	29.3%
N#Cc1cccc(CSc2nnnn2-c2cccc(F)c2)c1	?
Fc1cccc(-n2nnnc2SCc2cc(Cl)c3c(c2)OCCCO3)c1	?
COc1ccccc1NC(=O)COc1nc(CC(C)C)c2c(c1C#N)CCC2	5.3%
CCOc1cccc(CNCc2ccco2)c1OCc1ccccc1	10.9%
COc1cc(C)c(C)cc1S(=O)(=O)Nc1ccc2c(c1)N(C(=O)c1cccnc1)CC2	-8.0%
Cc1noc(C)c1-c1cc2c(cc(C)n2CCN(C)C)c(Nc2ccn(C)n2)n1	89.3%[activator][176 µM]
CCSC(SCC)C(O)C(O)C(O)C(C)O (stereo not given)	33.8%
COc1ccc(C(=O)Nc2ccc3oc(C)nc3c2)c(OC)c1OC	87.0%[activator]
CN(C)c1nc(-c2ccncc2)nc2c1CCN(C(=O)c1ccc(O)cc1)C2	43.9%[activator]
O=C1NC(=O)/C(=C/c2c(OCc3ccc(C(=O)O)cc3)ccc3ccccc23)N1	-8.5%
CCCNC(=O)N1CC(c2noc(C3CCCN3CC3CC3)n2)C1 (stereo not given)	40.8%[activator]
C[C@H]1CN([C@@H](C)CO)C(=O)CCCn2cc(nn2)CO[C@@H]1CN(C)C(=O)c1cc(-c2ccccc2)on1	97.4%[activator]
Cc1nc(CCNC(=O)N(C)Cc2ccc3c(c2)OCO3)cs1	24.1%
Cc1ccccc1-c1nc2ccc3ccccc3c2c2c1CCCC2	-14.5%
CCCCn1c(N)c(N(CC)C(=O)c2cc(-c3ccc(OC)cc3)nc3ccccc23)c(=O)[nH]c1=O	?
O=C(C1CC1)N1CCC(Oc2cccnc2)C1 (stereo not given)	14.6%
Cc1ccccc1CN1CCC(CN(Cc2cccnc2)C(=O)CN2CCOC2=O)CC1	17.7%
Cc1cc(C)cc(NC(=O)CNc2nc(Nc3ccccc3)nc(Nc3ccccc3)n2)c1	-10.1%
CC(CNC(=O)c1nn(C)c(=O)c2ccccc12)c1ccccc1 (stereo not given)	18.6%
CC1(C(=O)NS(=O)(=O)c2cccs2)CCN1C(=O)C1CC1 (stereo not given)	-5.6%
COc1ccc(-c2c(C)c3ccc(OC(C)=O)c(C)c3oc2=O)cc1	-20.2%
O=C(O)c1cc(-c2ccccc2)nc2ccc(F)cc12	?
O=C(c1cccc(F)c1)N1CCCCCC1c1nnc(-c2ccccc2)o1 (stereo not given)	29.8%
O=C(CN1C(=O)NC2(CCCCC2)C1=O)Nc1ccc2c(c1)OCCO2	32.6%
COc1ccc(-c2nc3c(c(-c4ccccc4)n2)CN(C(=O)c2ccccc2F)CC3)cc1	?

Entries shown so far containing an NH in an aromatic ring (3):
SMILES	12-LOX inh
O=C(NCCNS(=O)(=O)c1cccs1)c1cc2ccccc2[nH]1	24.5%
CCCCc1nn(CC(=O)NCc2cccc3[nH]ccc23)c(=O)n1CC	9.4%
CCCCn1c(N)c(N(CC)C(=O)c2cc(-c3ccc(OC)cc3)nc3ccccc23)c(=O)[nH]c1=O	?

Remaining list, next part:
SMILES	12-LOX inh
O=CN1CCN(C(=O)CCn2c(-c3ccccc3)cc3ccccc32)CC1	-46.2%
Cc1cnc(C(=O)NCC2Cn3cccc3C(=O)N2C)cn1 (stereo not given)	30.7%[activator]
O=C(Cc1cccnc1)N1CCCC(c2ccccc2)(c2ccccc2)C1	15.2%
O=C(O)c1ccc2cc(C(=O)O)[nH]c2c1	?
Cc1cccc(C(=O)N2C(C(=O)NCC3CCCO3)COC23CCN(C(=O)C(C)(C)C)CC3)c1 (stereo not given)	42.7%[activator]
CCOC(=O)c1noc2nc(C)n(CC(=O)Nc3cc(OC)ccc3OC)c(=O)c12	?
CCC(=O)N1Cc2ccccc2CC2(CCN(CCc3ccc(C)cc3)CC2)C1	35.5µM*
Cc1ccsc1/C=C1\Oc2cc(O)ccc2C1=O	-8.0%
COC1CCOC2(CCN(C(=O)CCCc3ccccc3)CC2)C1 (stereo not given)	52.5%[activator]
CCN(CC)S(=O)(=O)c1ccc(=O)n(Cc2ncc(-c3ccccc3)o2)c1	-8.7%
COc1cc(C)c(NC(=O)C(C)Oc2ccc(F)cc2)cc1OC (stereo not given)	-16.6%
Cc1c(C(=O)N2CCCC2)sc2ncnc(NCCc3ccccn3)c12	14.9%
COc1ccc(-n2nnc(C(=O)Nc3ccccc3C(F)(F)F)c2N)cc1	1.5%
O=C(NCc1ccccc1)c1ccc(-c2ccccc2)s1	-23.2%
CNCc1cc(Br)c(OCc2ccccc2)c(OC)c1	-6.5%
COc1cc(CN2CCCCC23Cc2ccccc2CNC3=O)ccc1F (stereo not given)	?
O=C(Cc1n[nH]c(=O)c2ccccc12)NCc1ccccc1CN1CCCC1	32.2%[activator]
O=C(OCc1ccccc1)N1CCC2CC1c1ccc(Cl)cc12 (stereo not given)	-17.8%
CC(=O)Nc1ccc(-c2ccnc3c2CC(C(=O)Nc2cccc(C(C)=O)c2)O3)cc1 (stereo not given)	-10.8%
Cc1ccc(C)c(CC(=O)N2CCCCC2c2cc(C(=O)Nc3cccc(C#N)c3)no2)c1 (stereo not given)	9.4%
COc1cccc(NC(=O)N(C)C[C@H]2OCc3cnnn3CCCC(=O)N([C@H](C)CO)C[C@@H]2C)c1	-33.6%
O=C(CCc1ccccc1)C(=O)N1CCCN2CCC[C@H]2C1	88.6%[activator]
O=C(c1ccc(C(F)(F)F)cc1)N1CCN(c2nc3ncccc3o2)CC1	56.7%[activator]
O=C1NN=C(c2ccncc2)C12CCN([S+](=O)([O-])c1cccc(C(F)(F)F)c1)CC2	11.5%
CCOC(=O)c1ccc(NCc2c(Cl)cccc2Cl)cc1	12.0%
CC1=C[C@@H](CN2CCN(CCO)CC2)[C@H](C(C)C)C[C@H]1Cc1nnc(C)o1	53.8%[activator][176 µM]
CCc1nc2ccc(C(=O)NCc3ccccc3OC)cn2c1N(C=O)CCC(C)C	5.6%
CN1CCCCC(CC(=O)NCCc2ccccc2)C1=O (stereo not given)	38.7%[activator]
COc1ccccc1-c1ccccc1CN1CCC(C)(NC(C)=O)C1 (stereo not given)	2.3%[176 µM]
CC1(C)CC(=O)C=C(C#CC2CC2)C1	-9.1%
CCC/C(=N/NC(=O)C(C)(C)O)c1ccccc1	22.3%
COc1ccc(CCNC(=O)Cc2c(C)nn(C)c2C)cc1OC	18.9%
Cc1[nH]c(C)c(S(=O)(=O)NCCC(=O)NCc2ccccc2Cl)c1C(=O)N1CCCCC1	4.7%
O=C(Nc1ccc(F)cc1F)N1CC(c2nnc(-c3ccncc3)o2)C2(CCOCC2)C1 (stereo not given)	8.3%
CC(Sc1ccccn1)C(=O)NN=C1CCCCC1 (stereo not given)	27.9%
COc1cccc(-c2cccc(NC(=O)C3CCN(CCCn4cccn4)CC3)c2)c1	2.1%
COc1ccc(S(=O)(=O)Nc2ccc(CCc3nc4ccccc4n3C)cc2)cc1	?
Cc1ncccc1C(=O)N1CC[C@@H]2CN(S(C)(=O)=O)[C@@H]2C1	36.5%
Cc1cc(C)n(CC(=O)N[C@@H]2CN(C)C[C@H]2CN(C)C)n1	54.5%[activator]
COc1ccc(CCNC(=O)/C(=N/O)c2ccccc2)cc1OC	-24.6%
CCN(Cc1ccccc1)C(=O)CC1C(=O)NCCN1CCc1ccccc1 (stereo not given)	18.8%
Cc1noc(C)c1CC(=O)NC1CCCc2c1[nH]c1c(Cl)cccc21 (stereo not given)	7.1%
O=C(c1cnn2c1CCCC2)N1CCC(c2[nH]ncc2-c2ccccc2)CC1	47.2%[activator]
CC12CCCC(C(N)=O)(CCC1)C2	?
COc1ccc(-c2noc([C@@H](C)NS(=O)(=O)CC(C)C)c2C(=O)O)cc1	?
CN(Cc1cccc2ccccc12)C(=O)c1cc(CN2CCOCC2)on1	8.8%
O=C(c1cccc(F)c1)N1CCC2(CC1)N=C(c1ccccc1)NO2	38.3%
COc1ccc(OC)c(NC(=O)N2C[C@@H](F)C[C@H]2C(=O)N2CCCCC2)c1	?
Cc1ccncc1C(=O)N1CC(c2nnc(-c3ccncc3)o2)C2(CCOCC2)C1 (stereo not given)	4.6%
COCc1ccc2c(c1)c(OC(C)(C)C(=O)NCC[S+](C)(=O)[O-])nn2CCC(C)C	24.0%[176 µM]
O=C(NCc1ccncc1)[C@@H]1CCCN1C(=O)[C@H]1CCCN1	?
NC(Cc1ccccc1)c1csc(NC(=O)c2cccc(OC(F)(F)F)c2)n1 (stereo not given)	?
C=C(C)CC(NC(C)c1ccccc1)c1ccco1 (stereo not given)	?
CCCCc1c(-c2ccccc2)ncn1CCc1ccccc1OC	?
CCC[C@H]1[C@@H](NS(=O)(=O)c2ccccc2)CC[C@@]23CCCN2C(=O)CCC[C@@H]13	-0.5%
CNC(=O)c1cnc2c(c1)N(C(=O)Cc1cccc(C(F)(F)F)c1)CCC2	-28.4%[176 µM]
O=C(O)c1ccc(CNCc2ccsc2)cc1	?
CC(=O)N1Cc2ccccc2CC2(CCN(Cc3ccccc3)C2)C1 (stereo not given)	?
CC(c1nn[nH]n1)n1cc(-c2cc3c(cc2Cl)OCO3)nn1 (stereo not given)	38.4%
CC(=O)N1CC2(Cc3ccccc31)CN(C(=O)N(C)C)C2	71.7%[activator][176 µM]
Following part:
SMILES	12-LOX inh
Cc1ccc(Cc2cnc(NC(=O)c3cc(=O)c4cc(C)cc(C)c4o3)s2)cc1	21.9%
Cc1ccc(NC(=O)Cn2c(N3CCOCC3)nc(C)cc2=O)c(Cl)c1	-5.3%
O=C(Nc1ccccc1C(=O)NCc1ccccc1)c1cccnc1	-0.7%
COc1ccc(CNC(=O)c2nc(-c3ccccc3OC)cc3c2ccn3C)cc1OC	-11.3%[176 µM]
O=C(c1n[nH]c2ccccc12)N1CCC(OCCOc2cccnc2)CC1	-1.0%
CCCCC1C=CCN1C(=O)c1cc(COc2ccc(F)cc2F)[nH]n1 (stereo not given)	71.5%[activator]
O=C(c1cnc(C2CC2)nc1)N1CCC2(CCNCC2CO)CC1 (stereo not given)	122.4%[activator]
CCOc1ccccc1CNC(=O)c1cc2sc(C)c(CN3CCOCC3)c2[nH]1	-4.7%
Cn1c(CNC(=O)CCC[C@@H]2[C@H]3CCCN4CCC[C@@H](CN2Cc2ccccc2)[C@@H]34)nc2ccccc21	88.8%[activator]
NC(=O)[C@@H]1C[C@H](Oc2cccnc2)CN1S(=O)(=O)c1ccccc1	18.8%
CCOC(=O)c1ccc(NC(=O)N2Cc3[nH]cnc3C[C@H]2c2nc(-c3ccc4c(c3)OCO4)no2)cc1	15.6%
COc1ccc(C2Cn3nnc(C(=O)N4CCC(C(=O)NCc5ccccc5)CC4)c3CO2)cc1 (stereo not given)	-1.1%
COC(=O)c1cc(N/C(N)=N/c2nc(C)cc(C)n2)cc(C(=O)OC)c1	?
O=Cc1cc([B-](F)(F)F)cs1	-23.8%
Cc1ccc(C(=O)N2C[C@@H]3CCCN4CCC[C@@H]([C@H]34)[C@H]2CCCC(=O)Nc2ccccc2)cc1	42.3%[activator]
COc1cccc(C(=O)N2CCCCCC2c2nnc(C)o2)c1 (stereo not given)	27.1%
Cc1cc(C(=O)Cn2c(Cl)nc3c2c(=O)n(C)c(=O)n3C)c(C)n1C1CC1	6.9%

Seven entries out of the list, arranged by molar mass, highest first.
SMILES	12-LOX inh
COc1cc(C)c(C)cc1S(=O)(=O)Nc1ccc2c(c1)N(C(=O)c1cccnc1)CC2	-8.0%
CNC(=O)c1cnc2c(c1)N(C(=O)Cc1cccc(C(F)(F)F)c1)CCC2	-28.4%[176 µM]
CCCCc1nn(CC(=O)NCc2cccc3[nH]ccc23)c(=O)n1CC	9.4%
N#Cc1cccc(CSc2nnnn2-c2cccc(F)c2)c1	?
O=C(NCc1ccncc1)[C@@H]1CCCN1C(=O)[C@H]1CCCN1	?
O=C(CCc1ccccc1)C(=O)N1CCCN2CCC[C@H]2C1	88.6%[activator]
O=C(O)c1ccc(CNCc2ccsc2)cc1	?

This is a subset (hit frequency here may not be typical).
